Screens as filed in PubChem BioAssay.
AGP1-GFP MLPCN – yeast TOR pathway AGP1-GFP modulation; hit rate 0.02% among 320,000; S. cerevisiae AGP1-GFP multiplex flow cytometry, 3 h; GFP as percent of DMSO wells; GFP response vs DMSO, % at 10 µM;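 active = GFP response relative to DMSO above a set limit, near screen average plus 3 SD, cut at about 150% in these data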;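 also: median GFP channel fluorescence of the gated AGP1 strain per well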
VLA-4 inh – inhibition in a human VLA-4 binding assay; inhibition, % (about 7 µM as worked out from the volumes in the protocol); hit rate 0.2% among 330,000; P13612; AID 2557; VLA-4 expressing cells, ligand binding flow cytometry; in the data active = inhibition above about 50%
GLD-1 RNA inh – GLD-1-TGE RNA interaction inhibition (C. elegans) | Q17339 | purified GLD-1 + fluorescein TGE RNA, fluorescence polarization | inhibition, % at 5.96 µM | hit rate 0.44% among 320,000 | AID 2280;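 active = percent inhibition above a per-plate cutoff, the plate mean of test compounds plus 3 SD, cut at about 30% in these data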;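 also: 0% = DMSO wells with GLD-1 and probe and 100% = wells lacking GLD-1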
GRK2 aptamer HTS – human GRK2 inhibition via aptamer displacement; hit rate 0.59% among 330,000; inhibition of aptamer binding, % at 10 µM; bead flow cytometry, FAM-aptamer displacement from GRK2; AID 488847; P25098;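 active = inhibition of aptamer binding above 40%, roughly 3 SD of noise, on plates passing a quality check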;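 also: median bead fluorescence of bound FAM aptamer so fluorescent compounds give negative values; no value below 0 was filed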
Target sequence (P25098 whole entry, looked up): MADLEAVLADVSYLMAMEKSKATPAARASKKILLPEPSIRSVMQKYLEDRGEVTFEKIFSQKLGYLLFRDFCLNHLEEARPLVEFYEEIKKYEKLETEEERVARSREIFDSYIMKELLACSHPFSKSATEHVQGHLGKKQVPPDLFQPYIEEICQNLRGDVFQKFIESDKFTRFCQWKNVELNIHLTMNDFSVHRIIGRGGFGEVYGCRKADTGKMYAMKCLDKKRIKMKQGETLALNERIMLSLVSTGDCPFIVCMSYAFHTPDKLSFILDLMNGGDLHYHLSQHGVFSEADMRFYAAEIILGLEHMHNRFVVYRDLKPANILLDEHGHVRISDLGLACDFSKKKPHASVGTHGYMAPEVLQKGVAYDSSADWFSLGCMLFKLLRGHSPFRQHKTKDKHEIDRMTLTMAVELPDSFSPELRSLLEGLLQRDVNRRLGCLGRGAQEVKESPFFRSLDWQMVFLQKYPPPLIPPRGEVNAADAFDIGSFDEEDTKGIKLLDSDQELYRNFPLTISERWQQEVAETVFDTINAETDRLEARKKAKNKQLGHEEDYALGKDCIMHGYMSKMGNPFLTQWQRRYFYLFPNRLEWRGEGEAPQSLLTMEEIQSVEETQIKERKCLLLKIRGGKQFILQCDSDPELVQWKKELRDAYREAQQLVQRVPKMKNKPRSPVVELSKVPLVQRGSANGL
Yeast superoxide – yeast age-related superoxide inhibition as caloric restriction mimetic | S. cerevisiae aged cells, superoxide DHE fluorescence; stronger effect = lower value | hit rate 0.18% among 330,000 | superoxide response (% of plate mean), % at 10 µM;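 active = superoxide response under a set limit, about three screen SD below normal, cut at about 65% in these data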;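 also: yeast aged for seven days with compound at 30 °C before DHE staining; 100% = average MFI of all compound-treated wells on the plate with controls excluded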
CIT2-GFP yeast – alters CIT2-GFP fluorescence in TOR pathway yeast screen | AID 2029 | hit rate 0.065% among 320,000 | GFP response vs DMSO, % at 10 µM | S. cerevisiae CIT2-GFP strain, flow cytometry, 3 h; 100 means same as DMSO wells;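 active = GFP response relative to DMSO above a set limit, near the screen mean plus 3 SD, cut at about 150% in these data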;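 also: ratio of well median GFP fluorescence to mean of DMSO wells on the plate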
Bcl-xL primary – blocks human Bcl-xL binding to Bim BH3 peptide. Q07817. GST-Bcl-xL / FITC-Bim BH3 peptide fluorescence polarization. inhibition, % at 10.9 µM. hit rate 0.7% among 320,000;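 active = inhibition above the mean of all tested compounds plus 3 SD, cutoff set per campaign, cut at about 30% in these data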;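 also: 0% = DMSO wells and 100% = unlabeled Bim-BH3 peptide competitor; inhibitors lower millipolarization by displacing the labeled peptide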
Target sequence (Q07817 whole entry, looked up): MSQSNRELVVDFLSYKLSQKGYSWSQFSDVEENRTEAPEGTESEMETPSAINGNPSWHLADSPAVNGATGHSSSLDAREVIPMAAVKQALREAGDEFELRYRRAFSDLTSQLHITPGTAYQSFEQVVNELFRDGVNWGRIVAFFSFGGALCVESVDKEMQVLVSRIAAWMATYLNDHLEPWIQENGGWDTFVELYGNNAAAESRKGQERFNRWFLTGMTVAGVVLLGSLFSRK
MCL1 BIM primary – inhibitors of human MCL1 binding to BIM-BH3 peptide; GST-MCL1 / FITC-Bim-BH3 fluorescence polarization; inhibition, % at 10.9 µM; hit rate 0.68% among 320,000; AID 2057;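 active = inhibition above the mean inhibition of all tested compounds plus 3 SD, set per campaign, cut at about 40% in these data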;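 also: 0% = DMSO wells and 100% = unlabeled Bim-BH3 peptide control; higher means more loss of mP so more displacement of Bim peptide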
MEX-5 binding – C. elegans MEX-5 TCR-2 RNA binding activity; Q9XUB2; MEX-5/FITC-TCR2 RNA binding, fluorescence polarization; stronger effect = lower value; hit rate 0.38% among 300,000; activity score (negative = inhibition of binding), % at 10 µM;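 active = inhibition past about -25% in most replicates, and total fluorescence under double the plate's negative control median, limit read from the data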;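 also: 0% = DMSO and -100% = 5 µM competing unlabeled TCR2 RNA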
An asterisk follows results filed as active; / = not tested or not shown.

SMILES	AGP1-GFP MLPCN	VLA-4 inh	GLD-1 RNA inh	GRK2 aptamer HTS	Yeast superoxide	CIT2-GFP yeast	Bcl-xL primary	MCL1 BIM primary	MEX-5 binding
COc1cc(O)c(NC(C)=O)c2nonc12	95	14	-5	0	111	87	3	-14	0.3
CC(C)(C)C(=O)Nc1c2c(nn1-c1ccc(F)cc1)CSC2	88	7	8	0	82	91	6	4	1.7
CCOC(=O)C1(Cc2cccc(F)c2)CCN(C(=O)C2CCCO2)CC1 (centres undefined)	103	1	-9	1	100	93	5	6	-3.4
O/N=C(\c1ccc(Cl)cc1)c1cc2ccccc2o1	101	8	7	3	103	100	4	5	1.6
O=C1CCCC(O)=C1Sc1cc(Cl)c(Cl)cc1Cl	115	-2	-1	1	106	104	4	16	0.5
CCc1nc2sc3c(=O)n(N)cnc3c2c2c1COC(C)(C)C2	103	7	6	0	78	98	12	2	0.6
CCO[C@H]1OC(C(=O)N2CCN(Cc3ccc4c(c3)OCO4)CC2)=C[C@@H](c2ccc(C(F)(F)F)cc2)[C@@H]1CCCO	87	0	-1	0	100	110	3	4	2.8
C=CCC[C@@H](Cc1ccc(F)cc1)C(=O)OC[C@@H](Cc1c[nH]c2ccccc12)NC(=O)[C@H](CC=C)CC(=O)N[C@H](CO)Cc1ccccc1	95	4	3	0	121	98	/	/	/
O=C(c1cc(Sc2cccc(Cl)c2)nc2ccccc12)N1CCN(c2ccccn2)CC1	98	4	2	0	66	85	7	0	-1.1
CC1CCN(c2ccc(/C=N/n3nnnc3N)cc2[N+](=O)[O-])CC1	99	3	8	3	114	97	1	3	0.3
COC(=O)N/N=C/c1cc(Cl)cc(Cl)c1OCc1ccccc1F	90	-109	6	0	109	94	1	-2	-0.1
COc1ccc(CCN=C(N)NS(=O)(=O)c2ccc3ccccc3c2)cc1	87	-2	4	1	89	90	-4	-3	2.8
CCN(CC)C(=O)N1CCN(Cc2ccc3c(c2)OCO3)CC1	92	10	2	0	112	102	-6	-11	2.3
CC1(C)CC(CCC(=O)Nc2ccccc2Cl)C(=O)O1 (centres undefined)	104	-4	4	2	93	107	-2	1	-4.8
Cc1ccc(C(=O)OCC(=O)N(C)C2CCS(=O)(=O)C2)cc1S(=O)(=O)N1CCOCC1 (centres undefined)	97	-2	19	2	92	88	-12	-5	-0.4
CCc1nc2ccc(C(=O)N3CCN(c4cccc(OC)c4)CC3)cc2nc1CC	75	6	-5	1	93	94	4	-3	0.8
COc1ccc(-c2nn(CCC(=O)O)cc2CCC(=O)O)cc1	96	-8	9	0	94	106	3	0	1.6
Cc1ccc(CN2CCN(Cc3cn[nH]c3C3CCCCC3)CC2CCO)cc1 (centres undefined)	104	2	3	0	108	96	0	-3	-1.7
C#CCOCCOCCOCCNc1nc(N2CCN(C(=O)[C@H](CCCN=C(N)N)n3cc(C(N)[C@@H](C)CC)nn3)CC2)nc(N2CCN(C(=O)[C@H](CO)n3cc([C@@H](N)C(C)C)nn3)CC2)n1 (some centres undefined)	100	-11	2	0	93	108	/	/	/
CC(c1ccc(O)cc1)(c1ccc(O)cc1)c1ccc(CCBr)cc1	99	-6	3	9	127	107	4	5	-4.1
C[C@]12CC[C@@H]3c4ccc(O)cc4CC[C@H]3[C@@H]1CC[C@@H]2O	87	36	3	0	84	78	-4	5	0.3
COc1ccc(CNC(=O)c2ccccc2SCC(=O)NCc2ccco2)cc1	96	0	-7	0	141	97	6	7	/
CC(=O)Nc1ccc(S(=O)(=O)N2CCc3ccccc3C2)cc1	91	1	4	0	103	89	-1	6	0.1
Cc1ccc(N2C(=O)/C(=C\c3ccco3)SC2=S)cc1	111	-11	3	0	95	105	13	26	0.0
O=C(NC(=S)Nc1ccc2[nH]c(=O)[nH]c2c1)c1cc(Br)ccc1Cl	98	-8	6	0	95	94	0	3	-1.9
CCCn1c(SCC(=O)NC(=O)NC(C)(C)C)n[nH]c1=O	102	7	2	3	92	100	1	6	-1.1
CCn1cnc2c1c(=O)n(Cc1ccc(C(=O)OC)cc1)c(=O)n2Cc1ccccc1	100	5	4	3	88	104	4	-2	-3.0
CC(C)c1ccc(/C=C/C(=O)Nc2ccc(CN3CCOCC3)cc2)cc1	98	13	5	0	99	94	8	10	-2.2
O=C(N/C(=C/c1cccnc1)C(=O)N1CCCCCC1)c1ccccc1	99	5	4	8	96	99	3	-2	-2.2
CC12CCC(=O)N1C(C(=O)Nc1ccccc1F)CS2 (centres undefined)	101	-4	0	0	103	101	2	0	1.2
CN(C)c1ccc(NC(=O)Nc2ccc3c(c2)nnn3C)cc1	97	-5	5	/	101	107	3	2	1.5
O=C(NCCc1ccccc1)C1CC(c2ccccc2O)=NO1 (centres undefined)	108	4	-3	1	95	93	3	-1	1.4
Cc1[nH]nc(NNC(=O)c2ccccc2)c1[N+](=O)[O-]	99	23	1	1	98	84	-1	5	-83*
Cc1cccc(-c2cc3nc(C)cc(N4CC(C)CC(C)C4)n3n2)c1 (centres undefined)	/	16	-5	0	100	96	2	1	/
CCNC(=O)C1CCCc2c1[nH]c1ccc(Cl)cc21 (centres undefined)	96	-5	2	7	85	82	5	8	-3.3
O=C(c1ccc2[nH]c(=O)c(=O)[nH]c2c1)N1CCN(Cc2ccccc2)CC1	107	7	4	2	84	110	2	0	-0.9
Cc1ccc(C)c(S(=O)(=O)N2CCN(C(C(=O)Nc3ccc(F)cc3)c3ccccc3)CC2)c1 (centres undefined)	88	-14	0	0	93	99	4	5	-0.5
Cc1ccc2nc(Cl)c3nnnn3c2c1	85	23	11	4	131	66	2	6	2.8
COc1ccc(NC2=C(C(C)=O)C(c3ccc(OC)c(OC)c3)C(C(C)=O)C(C)(O)C2)cc1 (centres undefined)	100	-25	-3	0	109	90	7	11	-1.0
O=C(COc1cccnc1[N+](=O)[O-])N1CCC(Cc2ccccc2)CC1	100	-7	8	0	94	101	/	/	/
Cn1c(=O)c2[nH]c(CN3CCN(Cc4ccccc4)CC3)nc2n(C)c1=O	94	8	0	/	101	88	4	-9	0.5
COc1ccc(Nc2nc3ccccc3nc2NS(=O)(=O)c2ccc(NC(C)=O)cc2)cc1	100	4	6	0	118	101	18	12	-6.0
Cc1nc2cnccc2n1C	103	7	-6	3	98	110	1	-2	2.0
CCOC(=O)Nc1oc2ccccc2c(=O)c1CN1CCOCC1	88	-17	6	5	95	104	6	2	0.6
O=c1[nH]c(C2CCCN(S(=O)(=O)c3ccccc3F)C2)nc2c1nnn2Cc1ccccc1Cl (centres undefined)	93	9	5	2	93	87	4	3	3.7
O=c1[nH]c(SCc2cccc(Cl)c2)nc2c1CCCC2	97	3	6	1	102	101	-2	2	-1.5
CN(C)c1ccc(N=Nc2nc3ccccc3n2C)cc1	101	-1	-2	0	87	98	5	3	-6.1
Cc1ccc(O)c(N=NC2=C(O)CC(C)(C)CC2=O)c1	99	38	-5	0	102	99	28	25	31
COc1ccc(C(=O)NCC(=O)N=Nc2c(O)n(Cc3ccccc3)c3ccccc23)cc1OC	100	-5	9	0	80	106	-1	5	2.1
Cc1sc(NC(=O)C2C3CCC(O3)C2C(=O)O)nc1-c1ccc(CC(C)C)cc1 (centres undefined)	109	23	3	1	116	96	0	1	0.4
CC(C)C(=O)Nc1cccc(-c2cn3ccccc3n2)c1	99	23	9	0	111	92	1	-1	1.0
CN1C(=S)SC(C)(C)C1/[N+]([O-])=C/c1cccnc1 (centres undefined)	109	4	3	0	108	102	3	2	2.4
Cc1cc(NC(=O)c2ccccc2NS(=O)(=O)c2c(C)c(C)cc(C)c2C)no1	100	-8	9	0	103	102	-7	-9	-1.0
CC(Oc1ccc(Cl)cc1)c1ccc(C#N)c(=O)[nH]1 (centres undefined)	99	2	5	0	93	96	5	7	1.3
Cc1c(C(=O)N(C)C(C)c2ccccn2)oc2c(F)cccc12 (centres undefined)	96	-27	5	0	90	88	2	1	-0.4
CCOC(=O)N1CCN(C(=O)Cc2cccs2)CC1	97	11	2	0	97	103	12	16	1.9
Cc1cc(-c2ccc(C(C)C)c(S(=O)(=O)N3CC(=O)Nc4ccccc43)c2)on1	105	-3	2	0	100	102	6	2	4.0
Brc1ccccc1CN1CCC(N2CCCCC2)CC1	103	3	7	0	87	95	9	6	-2.1
Cc1ccc(-c2cc(C(=O)NCCCn3ccnc3)c3cc(Br)ccc3n2)o1	101	-14	12	0	109	111	17	34	/
N#CC(c1ccccc1)c1cccc(Cl)n1 (centres undefined)	94	2	1	1	77	93	1	-2	-0.7

In the list so far, 8 contain an aryl methoxy group:
SMILES	AGP1-GFP MLPCN	VLA-4 inh	GLD-1 RNA inh	GRK2 aptamer HTS	Yeast superoxide	CIT2-GFP yeast	Bcl-xL primary	MCL1 BIM primary	MEX-5 binding
COc1cc(O)c(NC(C)=O)c2nonc12	95	14	-5	0	111	87	3	-14	0.3
COc1ccc(CCN=C(N)NS(=O)(=O)c2ccc3ccccc3c2)cc1	87	-2	4	1	89	90	-4	-3	2.8
CCc1nc2ccc(C(=O)N3CCN(c4cccc(OC)c4)CC3)cc2nc1CC	75	6	-5	1	93	94	4	-3	0.8
COc1ccc(-c2nn(CCC(=O)O)cc2CCC(=O)O)cc1	96	-8	9	0	94	106	3	0	1.6
COc1ccc(CNC(=O)c2ccccc2SCC(=O)NCc2ccco2)cc1	96	0	-7	0	141	97	6	7	/
COc1ccc(NC2=C(C(C)=O)C(c3ccc(OC)c(OC)c3)C(C(C)=O)C(C)(O)C2)cc1 (centres undefined)	100	-25	-3	0	109	90	7	11	-1.0
COc1ccc(Nc2nc3ccccc3nc2NS(=O)(=O)c2ccc(NC(C)=O)cc2)cc1	100	4	6	0	118	101	18	12	-6.0
COc1ccc(C(=O)NCC(=O)N=Nc2c(O)n(Cc3ccccc3)c3ccccc23)cc1OC	100	-5	9	0	80	106	-1	5	2.1

Record cards (already shown):
N#CC(c1ccccc1)c1cccc(Cl)n1 (centres undefined) reads AGP1-GFP MLPCN: 94; VLA-4 inh: 2; GLD-1 RNA inh: 1; GRK2 aptamer HTS: 1; Yeast superoxide: 77; CIT2-GFP yeast: 93; Bcl-xL primary: 1; MCL1 BIM primary: -2; MEX-5 binding: -0.7
Brc1ccccc1CN1CCC(N2CCCCC2)CC1 reads AGP1-GFP MLPCN: 103; VLA-4 inh: 3; GLD-1 RNA inh: 7; GRK2 aptamer HTS: 0; Yeast superoxide: 87; CIT2-GFP yeast: 95; Bcl-xL primary: 9; MCL1 BIM primary: 6; MEX-5 binding: -2.1
